proCasp3 act: activators of human procaspase-3 D3A mutant, primary screen, biochemical, absorbance, PC-3 D3A mutant, single concentration. activation, % at 8.5 µM. AID 463141, 2010. recombinant procaspase-3 D3A, Ac-DEVD-pNA absorbance 405 nm. 330,000 compounds, 0.11% hits. Caspase-3 (Homo sapiens), P42574;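 active means activation above the mean of all tested compounds plus 3 SD, cut at about 21% in these data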;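 further: 0% = DMSO alone and 100% = DMSO wells spiked with extra 5 µM PC-3 D3A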
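Test system: Procaspase-3 D3A mutant, all three cleavage aspartates alanine | Dosing: Single dose, 8.5 µM nominal compound, 0.8% DMSO | Schedule: 1 h preincubation, 2 h reaction | Technique: 405 nm absorbance of p-nitroaniline, reads at 0 and 120 min | Repeats: One well per compound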
RPL19A TOR yeast: RPL19A-GFP expression modulators in yeast, primary screen, cell-based, S. cerevisiae, multiplex flow cytometry, MLPCN. S. cerevisiae RPL19A-GFP strain, 3 h; stronger effect = lower value. percent response vs DMSO, % at 10 µM. 330,000 compounds, 0.3% hits. AID 2025, 2009;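 active means percent response vs DMSO below 50%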;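 further: median channel GFP fluorescence of the barcoded RPL19A-GFP strain; ratio of sample median GFP to plate DMSO average so 100% = DMSO; lower means less RPL19A-GFP as with rapamycin TOR inhibition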
AHR activator: AHR activators, primary screen, cell-based, luminescence, luciferase reporter, human; AHR-responsive luciferase reporter cells; activation, % at 5 µM; Aryl hydrocarbon receptor (Homo sapiens), P35869; 320,000 compounds, 2.5% hits; in the data active means activation above about 47%;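 further: 0% = vehicle wells and 100% = reference agonist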
Target sequence (P35869 whole entry, looked up): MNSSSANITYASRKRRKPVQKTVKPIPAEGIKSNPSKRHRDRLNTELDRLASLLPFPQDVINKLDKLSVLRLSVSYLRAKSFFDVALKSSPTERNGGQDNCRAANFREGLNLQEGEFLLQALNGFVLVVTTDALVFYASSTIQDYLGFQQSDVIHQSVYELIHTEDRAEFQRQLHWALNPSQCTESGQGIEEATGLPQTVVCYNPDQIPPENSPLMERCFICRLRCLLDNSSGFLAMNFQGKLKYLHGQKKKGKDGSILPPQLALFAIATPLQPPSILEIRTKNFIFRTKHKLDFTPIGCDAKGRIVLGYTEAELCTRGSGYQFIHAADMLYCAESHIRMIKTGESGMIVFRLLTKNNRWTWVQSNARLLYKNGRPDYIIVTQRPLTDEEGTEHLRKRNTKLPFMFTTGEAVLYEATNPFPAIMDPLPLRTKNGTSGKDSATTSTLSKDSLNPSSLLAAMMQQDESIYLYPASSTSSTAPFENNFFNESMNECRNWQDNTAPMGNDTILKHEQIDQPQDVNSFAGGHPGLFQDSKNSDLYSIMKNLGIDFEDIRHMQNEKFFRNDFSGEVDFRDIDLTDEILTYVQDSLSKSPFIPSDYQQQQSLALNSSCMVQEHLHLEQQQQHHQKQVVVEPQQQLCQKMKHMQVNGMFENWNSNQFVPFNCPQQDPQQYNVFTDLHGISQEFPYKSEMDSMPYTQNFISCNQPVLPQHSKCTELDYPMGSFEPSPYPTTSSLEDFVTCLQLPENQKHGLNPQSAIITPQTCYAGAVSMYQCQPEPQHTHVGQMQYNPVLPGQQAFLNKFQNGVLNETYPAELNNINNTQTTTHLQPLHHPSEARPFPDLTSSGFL
procasp7 counter: procaspase-7 activators, primary screen, counter-screen for procaspase-3 activator project, biochemical, absorbance, HTS, human; AID 463210, 2010; activation, % at 8.5 µM; recombinant procaspase-7, Ac-DEVD-pNA absorbance 405 nm; D23A/D198A/D206A triple mutant, cannot self-cleave; scale: DMSO 0, 5 µM enzyme 100; Caspase-7 (Homo sapiens), P55210; 330,000 compounds, 0.093% hits;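 active means percent activation above the screen-wide mean plus 3 SD, cut at about 25% in these data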
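Material: Procaspase-7 triple mutant (PC-7 D3A) | Quantity: 2 µM procaspase-7 mutant as dispensed | Reagent: DEVD-pNA substrate | Times: 1 h preincubation, 2 h reaction | Technique: 405 nm absorbance of p-nitroaniline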
CR mimetic SO: reduction of superoxide in aged yeast, primary screen, HTS; 330,000 compounds, 0.18% hits; S. cerevisiae aged cells, superoxide DHE fluorescence; stronger effect = lower value; AID 2690, 2010; superoxide response (% of plate mean), % at 10 µM;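 active means superoxide response under a set limit, about three screen SD below normal, cut at about 65% in these data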;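 further: yeast aged for seven days with compound at 30 °C before DHE staining; 100% = average MFI of all compound-treated wells on the plate with controls excluded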
LAP4-GFP MLPCN: modulators of LAP4-GFP expression in yeast, primary screen, S. cerevisiae, multiplex flow cytometry, MLPCN library | 3 h; median GFP as percent of DMSO wells | AID 2023, 2009 | GFP response vs DMSO, % at 10 µM | 320,000 compounds, 0.34% hits;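 active means GFP response vs DMSO above a set limit, about the screen mean plus 3 SD, cut at about 150% in these data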
MEP2-GFP yeast: modulators of MEP2-GFP levels in yeast, primary screen, S. cerevisiae, multiplex flow cytometry, MLPCN library; S. cerevisiae MEP2-GFP strain, 3 h; 100% = DMSO control level; GFP response vs DMSO, % at 10 µM; 330,000 compounds, 0.51% hits; AID 2016, 2009;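 active means GFP response versus DMSO above a set limit, roughly screen mean plus 3 SD, cut at about 180% in these data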;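 further: median GFP fluorescence of the barcode-gated MEP2-GFP cells per well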
GASC-1 inh: inhibitors of GASC-1 histone demethylase, primary screen, biochemical, fluorescence, DELFIA europium; GST-JMJD2C(1-420) H3K9me3 demethylation; 330,000 compounds, 0.069% hits; Lysine-specific demethylase 4C (Homo sapiens), Q9H3R0; inhibition, % at 2.35 µM; AID 2099, 2009;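 active means more than half of a compound's replicate wells show inhibition beyond 50%, single wells judged on their own value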;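 further: signal counts dimethyl H3K9 product captured on neutravidin plate; 0% = median of DMSO wells and 100% = 0.3 times that DMSO median; strong numbers were not always called active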
An asterisk follows results filed as active; . = not tested or not shown.

SMILES	proCasp3 act	RPL19A TOR yeast	AHR activator	procasp7 counter	CR mimetic SO	LAP4-GFP MLPCN	MEP2-GFP yeast	GASC-1 inh
Cc1ccc(CN2CCCN(Cc3ccc(Cl)cc3)S2(=O)=O)cc1	0	103	1	9	97	97	107	0
COC(=O)C1=C(c2ccc(-c3ccccc3)c(F)c2)C[C@@H]2CC[C@H]1N2C(=O)NCCOc1ccc(OC)cc1	1	101	0	-12	117	106	91	-5
Cc1onc(-c2c(Cl)cccc2Cl)c1/C(N)=N/OC(=O)N(C)C	-5	97	32	9	109	112	97	-6
Cc1ccc(N2C(=O)NC(=O)C(CCc3ccccn3)(Cc3ccc(F)cc3)C2=O)cc1 (stereo not given)	-3	94	1	1	108	106	103	6
Cc1cc(C)c2c(c1)-c1cc(C)nn1C(c1cccnc1)N2 (stereo not given)	2	99	13	-2	99	100	101	-18
CCCCC(=O)N/N=C/c1c(O)n(Cc2ccco2)c(=O)[nH]c1=O	-13	101	16	2	84	84	92	14
O=C(c1ccccc1F)c1cn(CC(=O)N2CCCC2)c2ccccc12	-4	99	5	-1	107	97	94	-5
COC(=O)C1=C(c2ccccc2OCc2ccccc2)C[C@@H]2CC[C@H]1N2C(=O)NCc1ccc(Br)cc1	0	94	1	-5	91	101	100	-6
Cc1cccc(CN2CCN(C(=O)Cc3ccccc3)CC2)c1	9	102	0	-1	98	94	100	7
COc1cc(CN2C(=O)NC(=O)C3(Cc4cc(C)ccc4N(C)C3)C2=O)cc(OC)c1 (stereo not given)	1	96	2	3	99	102	98	.
CCCCCn1c(=O)c(C(=O)NCc2ccco2)c(O)c2ccccc21	-2	97	2	-4	94	107	97	11
COC(=O)N(c1ccccc1)P(=O)(Oc1ccccc1)Oc1ccccc1	2	104	3	-2	88	87	104	12

Laid out differently: 2 of the compounds above
| SMILES | proCasp3 act | RPL19A TOR yeast | AHR activator | procasp7 counter | CR mimetic SO | LAP4-GFP MLPCN | MEP2-GFP yeast | GASC-1 inh |
| --- | --- | --- | --- | --- | --- | --- | --- | --- |
| CCCCCn1c(=O)c(C(=O)NCc2ccco2)c(O)c2ccccc21 | -2 | 97 | 2 | -4 | 94 | 107 | 97 | 11 |
| Cc1ccc(CN2CCCN(Cc3ccc(Cl)cc3)S2(=O)=O)cc1 | 0 | 103 | 1 | 9 | 97 | 97 | 107 | 0 |

Going on with the list:
SMILES	proCasp3 act	RPL19A TOR yeast	AHR activator	procasp7 counter	CR mimetic SO	LAP4-GFP MLPCN	MEP2-GFP yeast	GASC-1 inh
Fc1cccc(F)c1CN1CCN(Cc2c(F)cccc2F)CC1	9	103	3	2	86	95	97	2
COC(=O)C1=C(c2ccc(OC(F)(F)F)cc2)C[C@@H]2CC[C@H]1N2C(=O)N1CCOCC1	2	95	1	5	99	100	93	4
Cc1ccc(-c2cc(C(F)F)n3ncc(C(=O)N4CCC5(CC4)OCCO5)c3n2)cc1	13	98	-4	3	97	105	101	-10
CCCCNC(=O)c1c(N)n(CCCOC)c2nc3ccccc3nc12	11	99	18	-2	108	109	106	-1
CCN1C[C@]2(OC(=O)c3ccccc3NC(C)=O)CCC(OC)C34C5C[C@H]6C(OC)[C@]5(O)[C@](O)(C[C@@H]6OC)C(C[C@@H]32)[C@H]14 (stereo not given in full)	9	100	1	-7	85	96	92	-22
CNS(=O)(=O)c1ccc(N=Cc2c(O)n(-c3ccccc3)c(=O)[nH]c2=O)cc1	-20	98	3	4	108	102	101	4
COC(=O)C1=C(c2cccc(OC)c2OC)C[C@@H]2CC[C@H]1N2C(=O)N1CCCCC1	9	98	2	1	104	106	90	-2
CN(C(=O)Oc1ccc(Cl)c2cccnc12)c1ccccc1	4	99	-3	7	99	105	103	4
Cc1ccc(OCCOc2cccc(C=C3C(=O)NC(=O)NC3=O)c2)c(C)c1	-2	102	-6	-2	98	101	106	20
COc1ccc(C)cc1NC(=O)c1c(C)nn(Cc2ccccc2)c1Cl	9	110	3	-3	97	96	105	-7
COc1ccc(/C=C/C(=O)c2c(O)n(CCC3=CCCCC3)c(=O)[nH]c2=O)cc1	-7	105	5	-9	110	99	104	10
COc1ccc(C(=O)N2CCCC2=O)cc1	18	100	-1	-3	103	103	105	0

Of the compounds above, these contain a Cl atom:
SMILES	proCasp3 act	RPL19A TOR yeast	AHR activator	procasp7 counter	CR mimetic SO	LAP4-GFP MLPCN	MEP2-GFP yeast	GASC-1 inh
Cc1ccc(CN2CCCN(Cc3ccc(Cl)cc3)S2(=O)=O)cc1	0	103	1	9	97	97	107	0
Cc1onc(-c2c(Cl)cccc2Cl)c1/C(N)=N/OC(=O)N(C)C	-5	97	32	9	109	112	97	-6
CN(C(=O)Oc1ccc(Cl)c2cccnc12)c1ccccc1	4	99	-3	7	99	105	103	4
COc1ccc(C)cc1NC(=O)c1c(C)nn(Cc2ccccc2)c1Cl	9	110	3	-3	97	96	105	-7

(more compounds)
SMILES	proCasp3 act	RPL19A TOR yeast	AHR activator	procasp7 counter	CR mimetic SO	LAP4-GFP MLPCN	MEP2-GFP yeast	GASC-1 inh
C[C@]12CCC3C(CC[C@H]4C[C@H](O)CC[C@]34C)C1CC(=O)[C@@H]2O (stereo not given in full)	12	94	-2	9	83	98	88	7
O=C1CC(C(=O)N2CCC3(CC2)OCCO3)CN1CCc1ccccc1 (stereo not given)	-2	104	1	14	95	106	112	6
COc1ccc(NC(=O)N2CCC3(CC2)OCCO3)c(OC)c1	-6	101	-1	-22	96	87	91	0
CC(C)n1c(=O)c(C=Nc2ccc(Cl)cc2)c(O)n(Cc2ccco2)c1=O	1	101	-8	-7	94	98	102	-6
FC(F)(F)c1ccc(CNCCc2ccc3c(c2)OCO3)cc1	3	108	2	-3	87	95	109	7
Cc1ccccc1-n1c(C)nc2ccsc2c1=O	-5	99	-2	3	111	105	111	-14
O=[N+]([O-])c1cc(-n2cnnn2)c(O)c([N+](=O)[O-])c1	-2	101	1	1	118	101	103	4
COC(=O)C(O)(c1ccc(NC(=S)NC(=O)c2ccc(Cl)cc2Cl)c(C)c1)C(F)(F)F (stereo not given)	2	100	0	-3	100	108	103	5
Cc1cc(C)cc(N2C(=O)NC(=O)/C(=C/c3cccn3-c3ccc(Cl)cc3)C2=O)c1	-7	104	7	-14	113	87	102	0
CCN(CC)CCCN=Cc1c(O)n(CCc2ccc(F)cc2)c(=O)[nH]c1=O	0	92	-1	11	92	99	97	11
C[C@]12CC[C@H]3[C@@H](CCC4=CC(=O)CC[C@@H]43)[C@@H]1CC[C@@H]2O	6	98	0	0	82	111	101	.
CCC(=Nc1cc(OC)ccc1OC)c1c(O)[nH]c(=O)[nH]c1=O	-30	101	2	-22	104	95	98	13
Cc1ccc(OCCn2cccc2/C=C2/C(=O)NC(=O)N(Cc3ccco3)C2=O)cc1	-12	97	10	-10	88	113	98	9
N#CC1=C(N)Oc2cc(O)ccc2C1c1ccc2c(c1)OCO2 (stereo not given)	-8	94	1	2	99	95	94	19
O=C1NC(=S)N(c2ccccc2)C(=O)/C1=C/c1ccco1	-22	95	5	-10	107	157*	92	11
CN1CCN(c2ccc(/C=C3\C(=O)NC(=S)N(c4cccc(Br)c4)C3=O)o2)CC1	-15	100	5	-6	92	101	136	4
CCOC(=O)C1=C(N)OC2=C(C(=O)CCC2)C12C(=O)N(C)c1ccccc12 (stereo not given)	-1	102	-1	1	91	107	101	2
CN1CCN(/N=C/c2c[nH]c3ccccc23)CC1	-2	104	15	2	104	116	106	-3
COC(=O)c1ccccc1N=Cc1c(O)[nH]c(=S)[nH]c1=O	-6	99	2	-10	99	101	100	3
FC(F)(F)c1cccc(N2CCNCC2)c1	-3	101	-1	3	102	107	102	-6
C[N+](C)(C)CC(=O)O	3	97	-1	6	82	128	95	.
O=C(C(=O)N1CCOCC1)c1cn(Cc2c(F)cccc2Cl)c2ccccc12	6	103	2	0	96	106	110	-12
C=C(C)CSc1nnc([C@@H](N)Cc2c[nH]c3ccccc23)o1	-4	101	37	1	101	107	103	1
Cc1ccc(S(=O)(=O)NC(Cc2cnc[nH]2)C(=O)O)cc1 (stereo not given)	-3	101	1	-7	96	84	94	-8

Taken from above:
O=C(C(=O)N1CCOCC1)c1cn(Cc2c(F)cccc2Cl)c2ccccc12 – AHR activator: 2
Cc1ccc(S(=O)(=O)NC(Cc2cnc[nH]2)C(=O)O)cc1 (stereo not given) – GASC-1 inh: -8
FC(F)(F)c1cccc(N2CCNCC2)c1 – GASC-1 inh: -6
CN1CCN(c2ccc(/C=C3\C(=O)NC(=S)N(c4cccc(Br)c4)C3=O)o2)CC1 – proCasp3 act: -15
COC(=O)c1ccccc1N=Cc1c(O)[nH]c(=S)[nH]c1=O – GASC-1 inh: 3
C[N+](C)(C)CC(=O)O – procasp7 counter: 6

Compounds listed so far that have bromine:
SMILES	proCasp3 act	RPL19A TOR yeast	AHR activator	procasp7 counter	CR mimetic SO	LAP4-GFP MLPCN	MEP2-GFP yeast	GASC-1 inh
COC(=O)C1=C(c2ccccc2OCc2ccccc2)C[C@@H]2CC[C@H]1N2C(=O)NCc1ccc(Br)cc1	0	94	1	-5	91	101	100	-6
CN1CCN(c2ccc(/C=C3\C(=O)NC(=S)N(c4cccc(Br)c4)C3=O)o2)CC1	-15	100	5	-6	92	101	136	4

(more compounds)
SMILES	proCasp3 act	RPL19A TOR yeast	AHR activator	procasp7 counter	CR mimetic SO	LAP4-GFP MLPCN	MEP2-GFP yeast	GASC-1 inh
CCCN(CCC)[C@@H]1CCc2cccc(O)c2C1	8	101	7	4	89	127	95	-15
CCN(CC)c1ccc(N=Cc2c(O)[nH]c(=O)[nH]c2=O)cc1	-15	105	3	-20	96	97	111	-17
OC(COCc1ccc(Cl)cc1)CN1CC=C(c2ccccc2)CC1 (stereo not given)	-4	99	1	5	88	97	101	-7
CN1CCN(/N=C/c2c(O)n(C)c(=O)n(C)c2=O)CC1	-6	102	-3	-4	87	98	103	-1
O=P(C(=Nc1ccc(Cl)cc1)N1CCOCC1)(N1CCOCC1)N1CCOCC1	-1	101	5	6	92	101	105	1
CC(=O)Cc1ccc(OC(C)C)cc1	-1	106	-3	-4	96	108	103	-7
Cc1cccc(N2C(=O)NC(=O)/C(=C\C=C\c3ccco3)C2=O)c1	-8	97	2	-20	100	101	97	1
Fc1ccccc1CCNCc1cccc2ccccc12	-10	101	0	-2	101	86	97	-2
O=c1c(/C=N/N2CCOCC2)c(O)n(-c2ccccc2)c(=S)n1-c1ccccc1	-14	103	-1	-22	104	95	100	5
CCC1(CC)C(=O)NC(=NCCc2c[nH]c3ccccc23)NC1=O	6	104	16	3	106	111	107	136
NP(=O)(Oc1ccc(Cl)cc1)Oc1ccc(Cl)cc1	-6	98	15	-11	111	104	97	-12

Assay outcomes from PubChem BioAssay.

Not all compounds are listed; count on the stated rates, not on these rows.
